# From PubChem BioAssay
# PNC inhibitor: High Content Assay for Compounds that inhibit the Assembly of the Perinucleolar Compartment. PC3M PTB-GFP, PNC prevalence imaging, 16 h; active compounds read low. activity change (PNC), negative = inhibition, % at 10 µM. 3.1% of 140,000 active. AID 2417, 2010;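 active means readout at or below -70, meaning at least 70% loss of cells showing the perinucleolar compartment, a nuclear body marking cancer cells; inconclusive means readout between -30 and a set limit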;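 further: plate controls were DMSO wells for no effect and camptothecin positive control wells for full effect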
#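 PC3M cells stably expressing PTB-GFP, 750–1000 cells/well, treated 16 h at 37 °C with compound (23 nl of library stock), in duplicate. After paraformaldehyde fixation and Hoechst stain, imaged at 20x; PNC prevalence scored by image analysis.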
# ALOX12 inhib: qHTS Assay for Inhibitors of 12-hLO (12-human lipoxygenase). Polyunsaturated fatty acid lipoxygenase ALOX12 (Homo sapiens), P18054. 0.12% of 150,000 active. purified 12-hLO, xylenol orange hydroperoxide absorbance. Potency, µM (titrated, usually from 57.1 µM), for the others: at the highest dose activity change, negative = inhibition, most hits filed as inhibitors; further: potency means the concentration at half of the fitted maximal effect; nearly all actives have a fitted effect of over 55% in size; many of its hits are not listed in these tables
# Target sequence (P18054 whole entry, looked up): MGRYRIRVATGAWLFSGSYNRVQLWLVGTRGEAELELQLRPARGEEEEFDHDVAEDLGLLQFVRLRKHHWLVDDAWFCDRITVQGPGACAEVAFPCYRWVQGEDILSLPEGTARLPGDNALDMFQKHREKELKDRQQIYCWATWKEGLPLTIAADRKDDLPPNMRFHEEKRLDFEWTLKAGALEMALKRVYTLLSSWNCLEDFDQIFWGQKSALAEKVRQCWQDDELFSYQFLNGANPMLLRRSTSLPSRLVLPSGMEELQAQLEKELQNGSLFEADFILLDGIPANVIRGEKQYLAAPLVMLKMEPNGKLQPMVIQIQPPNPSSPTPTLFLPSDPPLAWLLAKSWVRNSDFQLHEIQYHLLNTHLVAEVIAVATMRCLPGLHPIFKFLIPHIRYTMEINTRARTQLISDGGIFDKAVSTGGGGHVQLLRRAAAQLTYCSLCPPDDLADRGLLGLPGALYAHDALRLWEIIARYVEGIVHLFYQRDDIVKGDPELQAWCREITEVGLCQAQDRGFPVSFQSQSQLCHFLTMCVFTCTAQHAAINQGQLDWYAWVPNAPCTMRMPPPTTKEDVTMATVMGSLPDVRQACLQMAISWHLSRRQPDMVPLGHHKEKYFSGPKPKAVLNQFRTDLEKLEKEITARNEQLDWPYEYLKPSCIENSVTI
#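 Lipoxygenase turnover measured by absorbance at 573 and 405 nm after Fe-XO development. Human 12hLO 150 nM, arachidonate 40 uM, pH 7.0 Hepes buffer with detergent; 15 min compound preincubation, 30 min reaction.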
# IMPase cell inh: qHTS Assay for Identifying the Cell-Membrane Permeable IMPase Inhibitors. CHO-M1 cells, IP1 accumulation, HTRF TR-FRET ratio. Inositol monophosphatase 1 (Rattus norvegicus), P97697. 120,000 tested, under 10 active. inhibition (IP1 accumulation), % at 46.1 µM; active means well fitted curve in the direction sought with a large enough effect in the signal ratio, not every such curve was filed as active; inconclusive means small, poorly fitted or top-dose-only effect, or a change in a side signal; inactive means no such curve, though single readings can be large or run the other way; the % refers to the signal ratio;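 further: cells stimulated with carbachol in lithium chloride buffer; plate controls were DMSO basal wells for no effect and reference inhibitor wells for full effect; higher means more IMPase inhibition seen as more IP1 and lower FRET ratio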
# Target sequence (P97697 whole entry, looked up): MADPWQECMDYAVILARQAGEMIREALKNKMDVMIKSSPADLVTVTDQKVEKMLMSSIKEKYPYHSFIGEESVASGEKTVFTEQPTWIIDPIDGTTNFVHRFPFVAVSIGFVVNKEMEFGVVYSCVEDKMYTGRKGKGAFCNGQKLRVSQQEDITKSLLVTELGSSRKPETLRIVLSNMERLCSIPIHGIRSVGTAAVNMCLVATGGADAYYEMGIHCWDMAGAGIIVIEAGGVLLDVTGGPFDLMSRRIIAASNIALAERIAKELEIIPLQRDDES
#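 CHO-M1, 2000 cells/well, cultured 16–30 h; cpd up to 46 uM; carbachol (50 uM solution, stimulation buffer w/ 50 mM LiCl, pH 7.4), 30 min 37C; IP-One TR-FRET, 10 min RT; Ex 320/Em 665, 620; Hill-fit AC50.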
# ALOX15B inhib: qHTS Assay for Inhibitors of 15-hLO-2 (15-human lipoxygenase 2) | Polyunsaturated fatty acid lipoxygenase ALOX15B (Homo sapiens), O15296 | purified 15hLO-2, xylenol orange hydroperoxide absorbance | Potency, µM (doses to about 57.1 µM), inactives show at the highest dose activity change, negative = inhibition, usual class: inhibitors | 0.56% of 110,000 active; further: potency means the concentration at half of the fitted maximal effect; nearly all actives have a fitted effect of over 60% in size; many of its hits are not listed in these tables
#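 Purified human 15hLO-2 (50 nM) preincubated 15 min with compound, then 45 uM arachidonic acid for 90 min at RT in 25 mM Hepes pH 7.5, 0.01% Triton X-100. Hydroperoxide detected by Fe-xylenol orange; 573/405 nm absorbance ratio.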
# Active calls of the source: *; ? = inconclusive; . = not tested or not shown; [ ] = remark or other dose. Unless noted, the call rests on the fitted dose curve; in most records, active means well fitted curve in the direction sought with a large enough effect; inconclusive means small, poorly fitted or top-dose-only effect, or another doubt; inactive means no such curve, though single readings can be large; an effect the other way counts as inactive or inconclusive. Unless noted, on the % scale 0 is the no-effect control and ±100 the full control effect. Not all compounds are listed. The share of hits here may be higher or lower than overall.
no.	Molecule	PNC inhibitor	ALOX12 inhib	IMPase cell inh	ALOX15B inhib
1	FC(F)(F)c1cccc(Oc2ccc3c(C(F)(F)F)cc(C(F)(F)F)nc3n2)c1	?	1%	2	-5%
2	Cc1cc(OCC(=O)NCCN2CCOCC2)ccc1Br	-14	0%	-2	-10%
3	O=S(=O)(Nc1nc2ccccc2nc1NCc1ccco1)c1ccccc1	25	-2%	-22	-4%
4	CCOC(=O)c1c(NC(=O)c2ccc(Br)o2)sc(C)c1CC	-9	-4%	?	-5%
5	O=C(NCCCN1CCOCC1)c1c(F)cccc1F	55	-1%	-2	0%
6	C[C@@](Cc1ccc(O)c(O)c1)(NN)C(=O)O	-28	-6%	3	59%[activator][0.0915 µM]
7	COC(=O)c1sccc1NC(=O)Cc1ccc(Br)cc1	15	18%	.	.
8	CC(Oc1ccccc1)C(=O)Nc1ccc(S(=O)(=O)NCC2CCCO2)cc1 (stereo not given)	?	-4%	-2	0%
9	O=C(NCCC1=CCCCC1)C1CCN(S(=O)(=O)c2cccc3cccnc23)CC1	?	3%	0	-4%
10	O=C(NCc1ccccc1)c1cccc(S(=O)(=O)NCc2ccccc2)c1	25	-1%	1	.
11	COc1cc(S(=O)(=O)N2CCN(C)CC2)ccc1Cl	25	6%	2	.
12	O=C(CCN1C(=O)/C(=C/c2ccccc2)SC1=S)NNC(=O)c1cccnc1	-13	-2%	.	.
13	CCCOc1ccc(Oc2cc(C)nc(SC)n2)nn1	39	3%	0	-3%
14	CCSc1nnc(NC(=O)c2ccc3c(c2)OCO3)s1	?	3%	11	-1%
15	CCOC(=O)C1=C(C)Nc2[nH]c(=O)[nH]c(=O)c2C1c1cccs1 (stereo not given)	16	2%	.	.
16	O=C(O)c1csc(Br)c1Br	5	-1%	2	-5%
17	C/C(=N\NS(=O)(=O)c1ccc(Br)cc1)c1cccs1	23	-3%	-1	-4%
18	O=C(Nc1cc(C(F)(F)F)ccc1Cl)C(Sc1cccc[n+]1[O-])c1ccccc1 (stereo not given)	12	-1%	.	.
19	Cc1ccc(NC(=O)COC(=O)Cn2c(C)csc2=O)cc1C	29	3%	-6	3%
20	O=C(OCCN1C(=O)c2cccc3c(N4CCOCC4)ccc(c23)C1=O)c1ccccc1Cl	?	-1%	.	.

# Of the compounds above, 2 contain a furan ring, fused or not.
no.	Molecule	PNC inhibitor	ALOX12 inhib	IMPase cell inh	ALOX15B inhib
3	O=S(=O)(Nc1nc2ccccc2nc1NCc1ccco1)c1ccccc1	25	-2%	-22	-4%
4	CCOC(=O)c1c(NC(=O)c2ccc(Br)o2)sc(C)c1CC	-9	-4%	?	-5%

# New compounds follow.
no.	Molecule	PNC inhibitor	ALOX12 inhib	IMPase cell inh	ALOX15B inhib
21	COc1cc(C2C(C#N)=C(N)Oc3c2oc(CO)cc3=O)ccc1OC(C)C (stereo not given)	-7	-16%	1	-11%
22	CCO/N=C(/C)c1c(O)c(C)c(-c2ccccc2)n(-c2ccccc2)c1=O	16	-2%	11	.
23	Cc1nn(-c2ccccc2)c(Cl)c1C1C(C#N)=C(N)OC2=C1C(=O)CC(C)(C)C2 (stereo not given)	-24	0%	-1	3%[2.29 µM]
24	COCn1c(-c2ccc(OC)c(OC)c2)nc2ccccc21	-10	-2%	-4	0%
25	Cc1ccc(NC(=O)NCc2ccc3c(c2)OCO3)cc1	-10	-2%	-1	0%
26	Cc1ccc(-c2noc(CNc3ccccc3)n2)cc1	6	-2%	11	.
27	CCc1ccccc1NC(=O)N1CCC(NC(=O)C(Cc2ccc(OC)c(OC)c2)NC(C)=O)CC1 (stereo not given)	-19	-1%	-2	-7%
28	N/C(CN1CCCC1=O)=N\OC(=O)c1ccccc1Cl	-87*	2%	5	-1%
29	Cc1oc(-c2ccccc2)cc1C(=O)NC(Cc1c[nH]c2ccccc12)C(=O)O (stereo not given)	0	-3%	.	.
30	N#CC1=C(N)SC(N)=C(C#N)C1c1cccc(O)c1	9	-4%	-5	.
31	Cc1ccc(-n2c(SCC(=O)N3CCOCC3)nnc2-c2cccnc2)cc1	10	-5%	3	7%
32	CCCCOc1ccc(/C=C/C(=O)Nc2ccc([N+](=O)[O-])cc2C)cc1	?	0%	-3	.
33	CCc1ccc(NC(=O)CCn2cccc2)cc1	30	-8%	-5	-1%
34	N#Cc1sc2nc3c(cc2c1N)CCCC3	23	-8%	.	.
35	CCC(C)C(=O)Nc1nnc(-c2cccs2)s1 (stereo not given)	?	-10%	0	4%
36	COc1ccccc1C(=O)NNC(=O)c1cccc(F)c1	0	-3%	-3	.
37	CCN(CC)C(=O)CSc1nnc(-c2ccc(O)cc2)n1CC1CCCO1 (stereo not given)	?	0%	-2	5%
38	CCc1nn2cc(C(=O)c3ccccc3O)cnc2c1-c1ccc(F)cc1	63	-3%	2	.
39	N#CCCn1ccc(NC(=O)c2ccc(Cl)cc2)n1	-12	-5%	2[1.84 µM]	-2%[11.4 µM]
40	Cc1sc2nc(SCC(=O)N3CCCC3)[nH]c(=O)c2c1C	-80*	2%	20	2%
41	Cc1cc(C)n(CC(O)CN(c2ccccc2)S(=O)(=O)c2ccccc2)n1 (stereo not given)	31	3%	4	4%
42	CCOCCO	.	-1%	.	4%
43	CCCn1c(SCC(=O)NC(C)(C)C)nnc1C(C)C	1	3%	5	-3%
44	Cc1cc([N+](=O)[O-])ccc1NC(=S)NC(=O)C(c1ccccc1)c1ccccc1	-16	?	9	?
45	S=C1NNC2(NN1)C1CC3CC(C1)CC2C3	-100*	-11%	-4	.
46	CCOC(=O)c1ccc(NC(=O)C(C)NS(=O)(=O)c2ccc(OC)cc2)cc1 (stereo not given)	42	-8%	-5	-6%
47	Cn1c2ccccc2c2c(C(=O)N3CCN(c4ccccn4)CC3)cn(C3CCCC3)c(=O)c21	?	3%	0	11%
48	CC(=O)NCCOc1cccc2cccnc12	4	1%	-1	-6%
49	COc1ccc(OCC(=O)Sc2ccc(C)cc2)cc1	35	-11%	0	-27%
50	S=C(NC1CCCCC1)N(CCc1ccccc1)CCc1ccccc1	69	2%	-9	.
51	Clc1ccc(-c2cc(COc3ccccc3)no2)cc1Cl	67	-1%	7	1%
52	COc1ccc(-c2cc3ccccc3n2CC(O)CN2CCN(CCO)CC2)cc1 (stereo not given)	?	6%	0	23%
53	Cc1cc(=O)c2ccccc2n1CC(=O)NCc1ccccc1	-96*	0%	.	.
54	COc1cccc(-c2nc(CS(=O)(=O)CC(=O)NCc3ccc(Cl)cc3)c(C)o2)c1	?	-4%	-3	.
55	Cc1ccccc1OCCNc1ccc(C(F)(F)F)cc1[N+](=O)[O-]	-20	-5%	10	-14%
56	COc1cc2c(cc1NC(=O)c1cc(-c3ccccn3)nc3ccccc13)oc1ccccc12	32	-3%	.	.
57	CCOC(=O)c1c(NC(=O)OC)sc(C(=O)N(CC)CC)c1C	1	-6%	10	-23%
58	Cc1cc(C)c2[nH]c(=O)c(CN(CC3CCCO3)C(=O)c3cnccn3)cc2c1 (stereo not given)	0	2%	-2	-1%
59	Cc1cc(Cl)c(S(=O)(=O)Nc2ccc3c(c2)OCO3)cc1OCC(N)=O	7	-2%	3	-9%
60	Cc1csc(NC(=O)C2C3C=CC(O3)C2C(=O)O)n1 (stereo not given)	32	-6%	-10	5%
61	N=C(N)S/C=C\C(=O)O	.	-1%	-2	26%
62	NC(=O)CSc1nnc(-c2cccnc2)n1CCc1ccccc1	26	-3%	?	0%
63	CCS(=O)(=O)N1Cc2ccccc2CC1C(=O)Nc1nc2ccc(C)cc2s1 (stereo not given)	54	-2%	.	.
64	Cn1c(SCC(N)=O)nnc1C1CCN(C(=O)NC2CCCCC2)CC1	?	-5%	10	-5%
65	Cc1ccc(S(=O)(=O)NCC(=O)N(CC(=O)NC2CCCC2)c2ccc3c(c2)OCCO3)cc1	-6	-7%	2	2%
66	O=C1CC(N2CCN(c3ccccn3)CC2)C(=O)N1CC(c1ccccc1)c1ccccc1 (stereo not given)	-28	-12%	-3	.
67	CCn1cc(C(=O)N(CCCN2CCOCC2)Cc2ccco2)c(=O)c2ccc(C)nc21	-29	-1%	13	14%
68	O=C(Nc1ccc2nsnc2c1)c1cccs1	?	5%	?	-7%
69	N#Cc1c(C(F)(F)F)cc(-c2ccco2)nc1SCc1ccccn1	24	?	24	-10%
70	Cc1ccc(-n2[nH]c(C)c(C=NC34CN5CN(CN(C5)C3)C4)c2=O)cc1C	5	-6%	18	14%

# (more compounds)
no.	Molecule	PNC inhibitor	ALOX12 inhib	IMPase cell inh	ALOX15B inhib
71	CCOc1ccc(-c2cc(C(=O)NCC3CCCO3)c3ccccc3n2)cc1 (stereo not given)	15	-3%	.	.
72	CCOC(=O)c1ccc(NC(=O)CSc2nnc(CNC(=O)c3ccccc3F)o2)cc1	-25	4%	-1	-5%
73	CCC(C)(C(=O)NC1CCCC1)N(Cc1cccs1)C(=O)Cc1cccs1 (stereo not given)	15	-4%	11	-11%
74	COc1ccc(CNCc2cc3c(C(C)(C)C)nn(-c4ccccc4)c3[nH]c2=O)cc1	-18	-2%	6	69%[activator]
75	CN1CCN(CC(=O)N2c3ccccc3C(=O)Nc3cccnc32)CC1	-25	-5%	16	6%
76	O=S(=O)(NCc1cn2ccsc2n1)c1ccc2c(c1)OCCO2	?	-2%	4	3%
77	Cc1csc(SCC(=O)N2CCN(S(=O)(=O)c3ccccc3)CC2)n1	?	2%	6	-7%
78	O=S(=O)(Cc1cnc(Cl)s1)c1ccccc1	11	5%	2	7%
79	N#Cc1ccc(OCC(=O)N/N=C2\CCc3ccccc32)cc1	26	2%	0	-2%
80	CCCc1ccc(-c2cc(NC(=O)CSc3nnc(N)s3)n(-c3ccccc3)n2)cc1	?	1%	?	.
81	O=C1OCCC1Sc1nnc(-c2ccccc2Cl)n1Cc1ccccc1 (stereo not given)	?	0%	.	.
82	CN1CCC(C2(O)c3ccccc3CCc3ccccc32)CC1	-7	5%	.	.
83	COc1ccc(N2CCN(C(=O)c3cn(C4CCCC4)c(=O)c4c3c3ccccc3n4C)CC2)cc1	-27	-8%	-2	1%
84	O=c1cc(O)c2sc3nc(-c4cccnc4)cc(C(F)(F)F)c3c2[nH]1	14	-7%	.	.
85	COc1ccc(C)cc1NC(=O)c1ccc2c(c1)OCO2	-22	-1%	5	6%
86	COc1ccc(C(=O)NC2(C(F)(F)F)NC(=O)N(CCCc3ccccc3)C2=O)c(OC)c1OC (stereo not given)	-8	-1%	.	.
87	COc1ccc(C2(C(N)=O)CCCCC2)cc1OC	-25	-4%	15	-5%
88	O=C(c1ccc(COc2ccccc2Br)cc1)N1CCCCC1	8	-7%	-2	1%
89	CSc1ccc(CNc2ccccc2)cc1	-23	5%	9	1%
90	Cc1cc(C(=O)CSc2nnc(-c3ccccc3)n2C)c(C)n1C	-21	-3%	2	-5%
91	NC(CC(=O)O)c1ccc(F)cc1 (stereo not given)	-10	0%	-11	.
92	Cc1nc(N2CCN(c3ccccc3)CC2)c2c3c(sc2n1)CCC3	1	-6%	2	19%
93	Cc1cc(Nc2cnc3ccccc3n2)n(-c2ccccc2)n1	79	4%	3	12%
94	Cc1cc(C)c2c(n1)nn1c(NCCN3CCOCC3)cc(C)nc21	?	-9%	?	-15%
95	COc1ccc(C(=O)NCC(C)(C)SCc2c(C)cc(C)cc2C)cc1	-13	-9%	3	16%
96	COC(=O)c1cc(OC)c(OC)cc1NC(=O)c1ccoc1C	?	1%	-11	-2%
97	Nc1ccc(-n2cnc3cc([N+](=O)[O-])ccc32)cc1	1	-4%	-1	0%
